uPA surface inh = inhibitors of cell surface uPA generation; AID 540303; 330,000 tested, 0.31% active; Potency, µM (series often up to 38.3 µM), for inactives: at the top dose activity change, negative = inhibition, actives largely listed as inhibitors; cell surface uPA generation assay, qHTS; active = well fitted inhibition curve with a large enough effect; inconclusive = small, poorly fitted or top-dose-only effect; inactive = no such curve, though single readings can be large or run the other way; tested in mouse RAW 264.7 cells; note: potency is the fitted concentration of half-maximal effect; % is set by controls: 0 for no effect and ±100 for the full control effect; nearly all actives have a fitted effect of over 55% in size
BRCA1 expr act = activators of BRCA1 expression; MCF7-BRCA1-FFLuc reporter, luminescence, 48 h; response scale: scaled: vehicle 0%, 10 µM genistein 100%; Potency, µM (doses to about 46.1 µM), for inactives: top-dose activation, most hits filed as activators; 380,000 tested, 1.1% active; note: potency is the fitted concentration of half-maximal effect; nearly all actives have a fitted effect of over 80% in size; some results filed as inactive show a strong effect at the top dose
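Luminescence from a BRCA1-driven firefly luciferase in MCF7 cells was the read-out, taken 15 min after substrate addition following 48 h compound exposure at 37 °C. Data were normalized to a 10 microM genistein control and DMSO vehicle.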
TRPV1 agonist = human TRPV1 agonism | 320,000 tested, 0.19% active | Q8NER1 | TRPV1-expressing cells, Fluo-8 calcium influx, agonist mode | activation, % at 8.33 µM; in the data active = activation above about 80%; inconclusive = between about 30% and that limit; note: 0% is about no effect
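Fluo-8 calcium influx in TRPV1-expressing cells, kinetic read (ex 480/em 520 nm). Compound added and read 3 min for agonist activity, followed by capsaicin at EC20 final and 2 min further read for enhancement.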
B2AR arrestin = agonists driving beta-arrestin recruitment to human beta2-adrenergic receptor. P07550. beta-arrestin recruitment to beta2AR, cell-based reporter. Potency, µM (series often up to 46.1 µM), inactives show top-dose activation, most hits filed as activators. 330,000 tested, 0.02% active. AID 492947;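 note: potency is the fitted concentration of half-maximal effect; 0% = DMSO controls and full agonism = EC100 isoproterenol or metaproterenol; nearly all actives have a fitted effect of over 65% in size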
Eya2 inh = inhibitors of human Eya2 phosphatase activity; O00167; recombinant Eya2, OMFP fluorescence dephosphorylation (OMFP is methylfluorescein phosphate); Potency, µM (highest dose often 76.9 µM), inactives show top-dose activity, negative = inhibition, usual class: inhibitors; 330,000 tested, 0.006% active; note: potency is the fitted concentration of half-maximal effect; % is set by controls: 0 for no effect and ±100 for the full control effect
Target sequence (O00167 whole entry, looked up): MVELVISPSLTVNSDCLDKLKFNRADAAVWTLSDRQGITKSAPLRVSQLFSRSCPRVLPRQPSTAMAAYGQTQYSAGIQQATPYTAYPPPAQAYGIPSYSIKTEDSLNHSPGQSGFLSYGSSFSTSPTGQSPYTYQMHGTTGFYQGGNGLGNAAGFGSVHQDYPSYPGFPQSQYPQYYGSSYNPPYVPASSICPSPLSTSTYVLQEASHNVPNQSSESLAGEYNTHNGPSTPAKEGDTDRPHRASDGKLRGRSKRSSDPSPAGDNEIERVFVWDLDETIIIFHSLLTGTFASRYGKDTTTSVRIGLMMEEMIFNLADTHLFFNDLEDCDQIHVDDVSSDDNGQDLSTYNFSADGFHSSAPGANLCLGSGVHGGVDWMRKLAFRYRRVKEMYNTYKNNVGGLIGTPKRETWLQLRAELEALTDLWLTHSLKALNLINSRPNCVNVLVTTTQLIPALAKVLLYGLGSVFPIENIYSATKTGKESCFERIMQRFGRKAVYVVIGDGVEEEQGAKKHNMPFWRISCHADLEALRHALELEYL
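Eya2 protein (added as 0.2 uM solution) was preincubated with compound for 10 min at ambient temperature in 50 mM HEPES pH 7.5, 50 mM NaCl, 5 uM MgCl2, 0.05% BSA, 1 mM DTT. OMFP (added at 50 uM) then reacted 10 min; fluorescence read at 485/525 nm.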
Integrin act MD = integrin-mediated muscular dystrophy alleviation activation | alpha7betagal myoblasts, beta-gal FDG fluorescence, 48 h | Potency, µM (doses to about 38.3 µM), for the others: top-dose activation, hits mostly activators | 350,000 tested, 0.064% active;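 note: potency is the fitted concentration of half-maximal effect; 100% = response of the positive control SU9516; nearly all actives have a fitted effect of over 60% in size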
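alpha7betagal+/- myoblasts (passage 13, 250/well) treated 48 h at 37C with compounds at 1:260 dilution of DMSO stock. Lysed, then beta-galactosidase activity read as FDG fluorescence (ex 480/em 540) after 30 min, with pre-read for autofluorescence.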
ASM inhibitor = inhibitors of human secretory acid sphingomyelinase; 340,000 tested, 0.006% active; Potency, µM (highest dose often 57.5 µM), for inactives: at the top dose activity change, negative = inhibition, hits mostly inhibitors; placental ASM, HMU-PC fluorogenic substrate, 60 min; P17405; note: potency is the fitted concentration of half-maximal effect
Target sequence (P17405 47-631 limits assumed): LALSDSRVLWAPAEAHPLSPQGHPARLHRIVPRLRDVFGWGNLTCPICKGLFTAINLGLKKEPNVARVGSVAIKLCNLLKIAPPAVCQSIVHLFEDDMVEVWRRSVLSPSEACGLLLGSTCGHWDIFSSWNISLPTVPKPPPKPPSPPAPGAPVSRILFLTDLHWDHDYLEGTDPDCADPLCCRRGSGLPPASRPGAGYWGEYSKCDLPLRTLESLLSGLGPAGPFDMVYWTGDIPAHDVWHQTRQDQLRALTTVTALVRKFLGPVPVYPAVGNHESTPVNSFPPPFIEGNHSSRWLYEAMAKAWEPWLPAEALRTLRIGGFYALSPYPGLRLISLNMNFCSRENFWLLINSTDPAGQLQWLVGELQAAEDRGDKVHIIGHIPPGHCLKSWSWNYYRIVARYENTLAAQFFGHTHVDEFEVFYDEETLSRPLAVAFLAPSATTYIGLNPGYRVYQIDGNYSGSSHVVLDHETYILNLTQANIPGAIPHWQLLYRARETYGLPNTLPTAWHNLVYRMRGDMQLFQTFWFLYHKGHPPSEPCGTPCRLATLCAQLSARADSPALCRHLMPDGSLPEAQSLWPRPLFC
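Fluorescence read-out (Ex 386 nm, Em 447 nm) after stopping the reaction at pH 10. Enzyme: ASM from human placenta; substrate HMU-PC0, 9 uM final; 60 min, 37 °C. Compound preincubation 10 min, ambient temperature.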
p53 reactivation = restores transcriptional activity of mutant p53; 320,000 tested, 0.063% active; AID 504706; Potency, µM (series often up to 92.2 µM), inactives show at the highest dose activity change, positive = activation, most hits filed as activators; H1299 p53-A138V BP100-luciferase reporter, luminescence, 24 h; note: potency is the fitted concentration of half-maximal effect; % of control where 0% means no effect; nearly all actives have a fitted effect of over 45% in size
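H1299 (p53-null), stable ts p53-A138V + BP100-Luc; 1000 cells/well, Opti-MEM/10% FBS; cpd 4 pt, 1:5; 24 h, 37 deg C, 5% CO2; detection reagent 10 min RT; luminescence.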
ELG1 genotox = genotoxicity induction in ELG1-luciferase HEK293T cells | HEK293T ELG1-luciferase reporter, luminescence, 16 h | Potency, µM (highest dose often 46 µM), for the others: top-dose activity change, positive = activation, most hits filed as activators | 330,000 tested, 1.3% active | AID 504466; note: potency is the fitted concentration of half-maximal effect; % of control where 0% means no effect; nearly all actives have a fitted effect of over 60% in size
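DMSO vehicle served as control against compound-treated ELG1-luciferase HEK293T cells; exposure lasted 16 hr at 37 °C and 5% CO2, followed by ONE-Glo luminescence detection after 30 min.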
TSG101-PTAP inh = blocks PTAP/TSG101 interaction to inhibit HIV-1 budding; 340,000 tested, under 10 active; Potency, µM (doses to about 115 µM), for the others: at the highest dose activity change, negative = inhibition, usual class: inhibitors; Q99816; Fluorescence polarization, FITC-PTAP peptide / Tsg101 binding; active = well fitted inhibition curve with a large enough effect in the main read-out, with a control signal flat, not every such curve was filed as active; inconclusive = small, poorly fitted or top-dose-only effect, or effect the other way, or a change in a side signal; inactive = no such curve, though single readings can be large or run the other way; note: potency is the fitted concentration of half-maximal effect; % of control where 0% means no effect
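Compounds were pin-transferred onto Tsg101 binding domain (10 uM final) in HEPES pH 7.5 buffer, then FITC-PTAP peptide was added at 50 nM final. After 20 min at RT, polarization reported peptide displacement across a qHTS concentration series.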
USP2a inh = blocks human ubiquitin-specific protease USP2a; Potency, µM (doses to about 38.3 µM), without a hit: top-dose activity change, negative = inhibition, hits mostly inhibitors; O75604; 330,000 tested, 0.01% active; USP2 core, Ub-CHOP2 coupled fluorogenic reporter, 485/531;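 note: potency is the fitted concentration of half-maximal effect; plate controls were DMSO wells for no effect and full inhibition by NEM control for full effect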
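Cell-free coupled assay: 10nM USP2 core preincubated 30min RT with compound in Tris-HCl pH 8.0/CaCl2/CHAPS buffer, then 25nM Ub-CHOP2 and 25nM reporter substrate; fluorescence (Ex 485/Em 531) read after 60min RT, normalized to NEM inhibition, concentration-response curves fitted.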
* marks the source's active call; other numbers are inactive results; ? = inconclusive; / = no result given; [ ] = dose if it differs, or a comment. Unless noted, calls come from the whole dose curve; as a rule, active = well fitted curve in the direction sought with a large enough effect; inconclusive = small, poorly fitted or top-dose-only effect, or another doubt; inactive = no such curve, though single readings can be large; an effect the other way counts as inactive or inconclusive.

Under each structure: uPA surface inh | BRCA1 expr act | TRPV1 agonist | B2AR arrestin | Eya2 inh | Integrin act MD | ASM inhibitor | p53 reactivation | ELG1 genotox | TSG101-PTAP inh | USP2a inh
- CCc1ccc(C(=O)Nc2nc3ccccc3[nH]2)cc1
  -16% | -90%[inhibitor] | 6 | -0.9% | -4% | ? | 5% | -5% | ? | -5% | 2%
- Cc1ccccc1OCc1nnc(SCc2nc3ccccc3c(=O)[nH]2)n1C
  0% | 14% | 2 | 0.3% | 11% | -21% | 1% | 0% | 6% | -2% | 2%
- CC(=O)c1ccc(OCCCC(=O)NC(C)c2ccc(S(N)(=O)=O)cc2)cc1 (configuration not stated)
  11% | -9% | -2 | -0.1% | 2% | -21% | -1% | -2% | -7% | -9% | 0%
- CC(=O)Nc1cccc(NC(=O)CCN2C(=O)c3ccccc3S2(=O)=O)c1
  -4% | 1% | 11 | -1.8% | 10% | 17% | 3% | 12% | -10% | 0% | 0%
- COc1ccc(N(CC(=O)NCc2ccco2)S(=O)(=O)c2ccccc2)cc1
  -8% | -7% | 1 | 0.0% | -11% | 24% | 0% | 0% | -1% | -2% | 0%
- COc1ccc(C(C)N2CC34C=CC(O3)C(C(=O)OCC(C)C)C4C2=O)cc1 (configuration not stated)
  / | / | 3 | 0.3% | 2% | / | / | -2% | 2% | / | 0%
- O=C(Cn1ccc(NC(=O)OCc2ccccc2)nc1=O)NCCc1ccccn1
  14% | 21% | 1 | -1.1% | -3% | 13% | -6% | 2% | 4% | 1% | -1%
- Cc1cccc(NC(=O)c2cnn(C)c2)c1C
  -1% | 30% | 2 | -2.0% | 6% | 7% | 0% | -7% | 1% | -1% | 0%
- CCOc1ccccc1N1CCN(C(=O)c2ccc3[nH]c(C)c(C)c3c2)CC1
  2.5µM* | -67% | 13 | 0.3% | 3% | -42%[inhibitor] | -7% | -9% | -4% | 1% | 3%
- Cc1ccccc1NC(=O)N1CCCN(c2ccc(C#N)cn2)CC1
  0% | -4% | 2 | 0.2% | 9% | -18% | 2% | -3% | -3% | -1% | -1%
- CCOC(=O)C1=C(CN2CC(C)CC(C)C2)NC(=O)NC1c1ccc2c(c1)OCO2 (configuration not stated)
  2% | -44% | 6 | 0.2% | -7% | -3% | -2% | -3% | -12% | -7% | 2%
- NC(=O)c1ccc(NCc2ccco2)c([N+](=O)[O-])c1
  -2% | 3% | -2 | -0.6% | 10% | 20% | -4% | 9% | -2% | -4% | -1%
- Cc1ccc(CNC(=O)C(=O)NCC2OCCCN2S(=O)(=O)c2ccc(F)cc2)cc1 (configuration not stated)
  7% | -2% | 0 | -0.5% | -4% | 22% | 3% | -17% | -5% | / | 2%
- Cc1ccc[n+](Cc2ccc([N+](=O)[O-])cc2)c1
  -3% | -6% | 1 | -0.1% | 11% | ? | -2% | 8% | 0% | 1% | 0%
- Cn1ccnc1SCc1cn2cc(Br)ccc2n1
  -7% | -48% | -4 | -0.8% | 3% | -7% | -1% | -4% | ? | -3% | -1%

Fetched by structure from the entries so far (2):
Under each structure: uPA surface inh | BRCA1 expr act | TRPV1 agonist | B2AR arrestin | Eya2 inh | Integrin act MD | ASM inhibitor | p53 reactivation | ELG1 genotox | TSG101-PTAP inh | USP2a inh
- COc1ccc(C(C)N2CC34C=CC(O3)C(C(=O)OCC(C)C)C4C2=O)cc1 (configuration not stated)
  / | / | 3 | 0.3% | 2% | / | / | -2% | 2% | / | 0%
- CCOC(=O)C1=C(CN2CC(C)CC(C)C2)NC(=O)NC1c1ccc2c(c1)OCO2 (configuration not stated)
  2% | -44% | 6 | 0.2% | -7% | -3% | -2% | -3% | -12% | -7% | 2%

Other structures follow:
Under each structure: uPA surface inh | BRCA1 expr act | TRPV1 agonist | B2AR arrestin | Eya2 inh | Integrin act MD | ASM inhibitor | p53 reactivation | ELG1 genotox | TSG101-PTAP inh | USP2a inh
- COc1ccc(N2C(=O)CC(NNC(=O)c3cc(C)oc3C)C2=O)cc1 (configuration not stated)
  6% | 0% | 1 | -1.2% | 8% | -4% | 4% | 3% | 2% | -3% | 3%
- [O-]/[N+](=C/c1ccccc1)c1ccccc1
  1% | -5% | -1 | -0.1% | 1% | 15% | -17% | 14% | 8% | 1% | 1%
- CCOc1cc(C(=S)N2CCOCC2)ccc1OS(=O)(=O)c1ccc(OC)cc1
  0% | 2% | 4 | -0.3% | -2% | 1% | -1% | 11% | -6% | -3% | 1%
- CC(C)Oc1cc(S(=O)(=O)N2CCCCC2)ccc1N
  6% | -6% | 21 | -0.2% | -1% | 5% | -1% | -1% | -8% | -3% | -6%
- CCCN1CCC(=O)N([C@H](COc2ccccc2)CC(C)C)CC1
  -13% | -1% | 5 | 0.4% | 2% | -8% | -2% | 10% | 0% | 1% | 1%
- COc1ccc2c(c1)c(C(=O)OCCN(C)C)c(C)n2C
  -7% | 28% | 0 | -0.1% | 19% | -9% | 1% | -6% | ? | 0% | 0%
- CC(C)CCOc1ccc(Cl)cc1CN1CCOCC1
  2% | 1% | 18 | -0.1% | 5% | -3% | 3% | -2% | 5% | -3% | 3%
- CCCn1c(SCc2ccc(Cl)cc2)nc2c1c(=O)[nH]c(=O)n2C
  -10% | -17% | 2 | -0.2% | 10% | 21% | -15% | -20% | -1% | -2% | -2%
- OC1(c2cccs2)CN(c2ccccc2)C2=[N+]1CCCC2 (configuration not stated)
  -6% | 2% | 0 | 0.0% | 10% | -36% | 2% | 3% | -2% | -5% | 2%
- O=C(Nc1ccc2c(c1)nc1n2CCSC1)c1ccco1
  -5% | -63%[inhibitor] | -1 | -0.3% | -10% | -1% | 3% | 3% | ? | -3% | -12%
- CC(=O)NC(CC(=O)Nc1ccc(S(=O)(=O)Nc2nccs2)cc1)c1ccccc1 (configuration not stated)
  1% | 3% | -1 | 0.2% | 6% | 0% | 4% | 5% | 2% | -4% | 3%
- COc1cccc(NC(=O)c2cnsn2)c1
  0% | 4%[1.84 µM] | 2 | -1.8% | 8% | -11% | 0% | 10% | ? | 1% | 2%
- Cc1ccc(Cn2c(Sc3nccc(C)n3)nc3c2c(=O)[nH]c(=O)n3C)cc1
  -1% | -3% | -2 | 0.5% | 5% | -13% | -1% | 2% | -2% | -7% | 1%
- C/C=C/c1ccc(OCCCCOc2c(OC)cccc2OC)c(OC)c1
  0% | -19% | 3 | -0.2% | -1% | -27% | -11% | -1% | -7% | -1% | -5%
- O=C(NCc1ccccc1)c1onc(CSc2ccc(Cl)cc2)c1C(=O)NCC1CC1
  17% | 0% | -1 | -0.1% | 8% | 12% | -7% | -5% | 0% | -1% | 0%

Printed as active in uPA surface inh, among the entries above:
Molecule	uPA surface inh	TRPV1 agonist	B2AR arrestin	Eya2 inh	Integrin act MD	ASM inhibitor	p53 reactivation	TSG101-PTAP inh
CCOc1ccccc1N1CCN(C(=O)c2ccc3[nH]c(C)c(C)c3c2)CC1	2.5µM*	13	0.3%	3%	-42%[inhibitor]	-7%	-9%	1%

Later entries.
Molecule | uPA surface inh | BRCA1 expr act | TRPV1 agonist | B2AR arrestin | Eya2 inh | Integrin act MD | ASM inhibitor | p53 reactivation | ELG1 genotox | TSG101-PTAP inh | USP2a inh
CCOC(=O)c1oc2cc(O)ccc2c(=O)c1-c1ccc(OC)cc1 | -7% | 2% | -1 | -0.8% | 6% | -7% | -1% | -10% | -1% | -17% | 1%
CCc1ccc(NC2=NCC(=O)N2c2ccc3c(c2)OCCO3)cc1 | -3% | 9% | 1 | 0.2% | -6% | ? | 3% | -4% | 4% | 0% | -1%
O=c1oc(CCCO)cc2ccc(Br)cc12 | 6% | 12% | / | -0.6% | -13% | 10% | -1% | 6% | 1% | -4% | -1%
Cc1nonc1NC(=O)CSc1nc(C23CC4CC(CC(C4)C2)C3)nc2ccccc12 | ? | -79% | ? | 0.5% | 11% | -12% | -24% | -6% | -4% | -9% | 2%
Clc1ccc(Cn2nnc(-c3ccc(N4CCOCC4)cc3)n2)cc1 | 18% | 17% | 30 | -0.4% | 2% | -13% | 2% | 1% | 7% | 1% | 0%
CSc1ccccc1OCc1cc(C(=O)N2CCC[C@H]2C(N)=O)no1 | -17% | -2% | 1 | 0.0% | 11% | 19% | -1% | 13% | 2% | 0% | -2%
CCOc1cc(-c2cc(-c3ccccc3)nc(N)c2C#N)ccc1O | -2% | -67% | 1 | 0.3% | -28% | -12% | 26% | -2% | ? | -7% | 2%
Cc1ccccc1NC(=O)NCC1CCN(C(=O)OC(C)(C)C)CC1 | 12% | 26% | -2 | 0.2% | ? | -9% | 5% | -1% | 0% | -2% | 4%
O=C(NCc1cccnc1)c1cccc(S(=O)(=O)N2CCCCC2)c1 | -4% | -40% | 6 | 0.1% | -4% | -1% | 3% | -2% | -7% | -7% | 3%

This is a random part of the collection, and some 2.6% of all compounds hit somewhere here.
